SMN2 splice enh = SMN2 splice variant enhancement. AID 1458. Potency, µM (series often up to 46.1 µM), inactives show at the top dose activity change, positive = activation, hits mostly activators. 210,000 compounds, 2.8% hits. HEK293 SMN2-luciferase splicing reporter, luminescence, 30-36 h; note: potency is the fitted concentration of half-maximal effect; % of control where 0% means no effect; nearly all actives have a fitted effect of over 55% in size
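HEK293 cells carry an SMN2 […]–luciferase reporter in which exon 7 inclusion puts luciferase in frame. Cells were plated 10-12 h before compound addition, then incubated 30-36 h at 37C. ONE-Glo luminescence was read; sodium butyrate at 4.5 mM final served as control.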
Luc counter = counter-screen: inhibitors of Kinase-Glo firefly luciferase; Kinase-Glo luciferase, ATP luminescence, 8 min; Potency, µM (titrated, usually from 38.3 µM), inactives show at the top dose activity change, negative = inhibition, most hits filed as inhibitors; 200,000 compounds, 0.28% hits; AID 1379; note: potency is the fitted concentration of half-maximal effect; % is set by controls: 0 for no effect and ±100 for the full control effect; nearly all actives have a fitted effect of over 60% in size
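Light output from Kinase-Glo luciferase with luciferin and 10 uM ATP in 50 mM imidazole pH 7.2, KCl, MgCl2, Tween 20, BSA; compound pin-delivered, 8-min ambient incubation, then luminescence read.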
LMNA splice mod = changes lamin A minigene splicing in HeLa cells; HeLa LMNA splicing GFP/RFP minigene ratio, 48 h; Potency, µM (doses to about 46.1 µM), without a hit: at the top dose ratio change, negative = inhibition, actives largely listed as inhibitors; 200,000 compounds, 0.01% hits; active = well fitted inhibition curve with a large enough effect in the signal ratio, with a control signal flat, not every such curve was filed as active; inconclusive = small, poorly fitted or top-dose-only effect, or effect the other way, or a change in a side signal; the % refers to the signal ratio; note: potency is the fitted concentration of half-maximal effect; % is set by controls: 0 for no effect and ±100 for the full control effect
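Read-out is the ratio of GFP to DsRed2 object intensity, acquired by 488 nm laser-scanning cytometry on HeLa lamin A-EGFP minigene reporter cells. Compound incubation 48 hrs at 37 °C in Opti-MEM with 2% FBS; DMSO 0.5% final.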
IMPase Li inh = IMPase inhibition in cells with lithium potentiation; CHO-M1 cells, IP1 TR-FRET (IP-One), carbachol + lithium; 210,000 compounds, 0.35% hits; Potency, µM (series often up to 59.4 µM), for inactives: top-dose activity, negative = IMPase inhibition, most hits filed as inhibitors;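 note: IP1 builds up when IMPase is blocked and the TR-FRET signal falls; potency is the fitted concentration of half-maximal effect; plate controls were basal vehicle for no effect and high inhibitor control for full effect; nearly all actives have a fitted effect of over 50% in size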
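Readout is a homogeneous TR-FRET IP1 immunoassay (Ex 320, Em 665 and 620), where raised cytosolic IP1 lowers signal. Cells were CHO-M1 treated 30 min at 37C with test compounds plus a little lithium; AC50 values came from Hill-equation fitting.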
CBFb RUNX1 block = CBF-beta/RUNX1 interaction disruption; 230,000 tested, under 10 active; Q01196+Q13951; AID 1477; AlphaScreen CBFb-His/RUNX1-biotin binding, biochemical; Potency, µM (doses to about 59.8 µM), for inactives: at the top dose activity, negative = inhibition, actives largely listed as inhibitors; note: % of control where 0% means no effect
Target sequence (Q01196 whole entry, looked up): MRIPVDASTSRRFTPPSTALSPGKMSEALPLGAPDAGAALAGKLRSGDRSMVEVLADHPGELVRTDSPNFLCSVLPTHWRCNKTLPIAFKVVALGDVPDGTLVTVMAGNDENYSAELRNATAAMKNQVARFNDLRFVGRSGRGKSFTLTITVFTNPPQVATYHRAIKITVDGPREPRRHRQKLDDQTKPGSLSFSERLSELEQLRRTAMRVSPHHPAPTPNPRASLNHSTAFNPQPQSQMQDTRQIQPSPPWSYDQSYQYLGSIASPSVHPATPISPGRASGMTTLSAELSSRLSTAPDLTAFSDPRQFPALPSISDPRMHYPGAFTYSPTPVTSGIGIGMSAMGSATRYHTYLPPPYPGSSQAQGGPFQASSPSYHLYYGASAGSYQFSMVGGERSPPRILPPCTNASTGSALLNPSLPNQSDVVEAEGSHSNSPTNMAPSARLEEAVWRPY
Target sequence (Q13951 whole entry, looked up): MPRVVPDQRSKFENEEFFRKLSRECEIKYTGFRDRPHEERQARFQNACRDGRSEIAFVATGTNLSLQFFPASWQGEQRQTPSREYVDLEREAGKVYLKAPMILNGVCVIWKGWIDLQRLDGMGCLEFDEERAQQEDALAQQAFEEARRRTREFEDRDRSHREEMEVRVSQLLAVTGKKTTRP
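Room-temperature protein-protein interaction test with 30 nM each of His-tagged CBF-beta and biotinylated RUNX1, 15 min with compound, then 90 min with nickel plus streptavidin beads. Signal read in AlphaScreen mode.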
HTT ATP protect = protects HTT-Q103 PC12 cells, measured by ATP; PC12 HTT-Q103 induced, cytoprotection, ATP luminescence, 40 h; Potency, µM (doses to about 56.4 µM), without a hit: cytoprotection (ATP increase), usual class: activators; 230,000 compounds, 0.14% hits; AID 1471;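 note: potency is the fitted concentration of half-maximal effect; % of control where 0% means no effect; nearly all actives have a fitted effect of over 45% in size; toxic huntingtin expression switched on by the ecdysone agonist tebufenozide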
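Cells were plated at 1500 per well in phenol red-free DMEM with 5% equine and 5% calf serum. Tebufenozide (100 nM final) and compounds were added, then ATPlite reagent, and luminescence was read.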
HttQ103 aggreg = inhibitors of mutant huntingtin aggregate formation in PC12 cells. PC12 HttQ103-GFP aggregates, Acumen cytometry, 40 h. 220,000 compounds, 1.1% hits. Potency, µM (series often up to 46.1 µM), for the others: top-dose activity change, negative = inhibition, actives largely listed as inhibitors; note: potency is the fitted concentration of half-maximal effect; % is set by controls: 0 for no effect and ±100 for the full control effect; nearly all actives have a fitted effect of over 60% in size
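Multiplexed with ATP-based cell death, this channel scores GFP aggregates in PC12 cells expressing inducible HTTex1-Q103-GFP. Induction used 100 nM tebufenozide; compounds were tested in concentration series.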
* marks the source's active call; other numbers are inactive results; ? = inconclusive; . = not tested or not shown; & = joins results of further samples; [ ] = remark or other dose. Unless noted, calls come from the whole dose curve; as a rule, active = well fitted curve in the direction sought with a large enough effect; inconclusive = small, poorly fitted or top-dose-only effect, or another doubt; inactive = no such curve, though single readings can be large; an effect the other way counts as inactive or inconclusive.

SMILES	SMN2 splice enh	Luc counter	LMNA splice mod	IMPase Li inh	CBFb RUNX1 block	HTT ATP protect	HttQ103 aggreg
CCOc1ccc(NC(C)=O)cc1	8%	-5%	?	0%&-1%&0%	17%	?	-16%
CCN(c1ccccc1)S(=O)(=O)c1ccc(C(=O)NCCCn2ccnc2)cc1	-9%	0%	.	10%	-11%	.	3%
CCOC(=O)c1ccc(-n2c(N)c(C(=O)NCc3ccco3)sc2=S)cc1	4%	-6%	29%	-3%[38.3 µM]	-23%	-10%	23%
CCCCC(=O)NCCc1ccc(OC)cc1	-7%	0%	2%	2%[38.3 µM]	4%	-8%	8%
Cc1nnc2sc(SCc3cccc(Cl)c3)nn2c1=O	14%	2%	.	5%	-7%	.	?
Nc1cc(OC(=O)c2cccs2)nn1S(=O)(=O)c1ccccc1	2%	3%	-9%	0%	5%	7%[10 µM]	-14%
O=C(COC(=O)CCC(=O)c1ccc(Cl)cc1)NCc1ccco1	1%	2%	.	-2%	?	11%	2%
CN(Cc1ccon1)Cc1cn(Cc2ccccc2)nc1-c1ccc2c(c1)OCO2	.	.	.	7%	-2%	27%[10 µM]	4%[9.22 µM]
COCc1cc(C)nc(SCC(=O)Nc2ccc3c(c2)OCO3)c1C#N	-12%	0%	-7%	29%[38.3 µM]	4%	2%	-13%
Cc1ccc(N(Cc2ccccc2F)S(C)(=O)=O)c(C)c1	8%	-1%	.	11%	?	?	8%
CCN(CC)CCn1c(-c2ccccc2)nc2c(NCCOC)nc(C)nc21	-15%	-5%	.	3%	3%	5%	.
O=C(Cc1ncc(C(F)(F)F)cc1Cl)NCc1ccco1	-1%	-6%	0%[46 µM]	3%	11%	-3%[10 µM]	4%
O=C(Nc1nnc(COc2ccc(Br)cc2)s1)c1ccco1	.	.	.	.	5%	-3%[10 µM]	-24%[9.22 µM]
CCOC(=O)CNc1nc(Cl)nc(Nc2ccccc2)n1	.	-2%	1%[46 µM]	4%	6%	-22%[10 µM]	-15%[9.22 µM]
COCc1cc(C)nc(N2CCc3ccccc32)c1C#N	7%	-3%	7%	-2%[38.3 µM]	?	0%	?
CC(=O)N/N=C(\C)c1cccc(NC(=O)c2cccs2)c1	19%	1%	4%	3%	-3%	.	-4%
C=C(C)C1CC=C(C)/C(=N/NC(=O)CNc2ccc(C)cc2C)C1 (stereo not given)	-6%	-5%	-2%	-5%	-2%	.	-11%
CCCCCCC(C)n1[nH]c(=O)c2c(C)cc(C)nc21 (stereo not given)	.	.	.	.	5%	6%[10 µM]	2%[9.22 µM]
CN1CCN(C(=O)CN(C)S(=O)(=O)c2ccc3ccccc3c2)CC1	.	1%	.	6%	4%	-29%[10 µM]	-14%[9.22 µM]
COc1cccc(S(=O)(=O)Nc2ccc3sc(C)nc3c2)c1	-8%	15%	?	-12%[38.3 µM]	-3%	10%[10 µM]	?

Only SMN2 splice enh, HttQ103 aggreg and CBFb RUNX1 block (six entries from above):
SMILES	SMN2 splice enh	HttQ103 aggreg	CBFb RUNX1 block
CCN(c1ccccc1)S(=O)(=O)c1ccc(C(=O)NCCCn2ccnc2)cc1	-9%	3%	-11%
CCOC(=O)c1ccc(-n2c(N)c(C(=O)NCc3ccco3)sc2=S)cc1	4%	23%	-23%
CCCCC(=O)NCCc1ccc(OC)cc1	-7%	8%	4%
Cc1nnc2sc(SCc3cccc(Cl)c3)nn2c1=O	14%	?	-7%
Nc1cc(OC(=O)c2cccs2)nn1S(=O)(=O)c1ccccc1	2%	-14%	5%
O=C(COC(=O)CCC(=O)c1ccc(Cl)cc1)NCc1ccco1	1%	2%	?

Further records follow:
SMILES	SMN2 splice enh	Luc counter	LMNA splice mod	IMPase Li inh	CBFb RUNX1 block	HTT ATP protect	HttQ103 aggreg
O=C(CN1CCOCC1)Nc1ccc(Oc2ccccc2)cc1	-18%	0%	9%	1%[38.3 µM]	3%	-14%	-22%
CC(C)S(=O)(=O)c1cnc(-c2ccccn2)nc1N	.	.	.	.	?	19%[10 µM]	5%[9.22 µM]
Cn1c(CN2CCOCC2)nc2cc(NC(=O)COc3ccccc3)ccc21	-19%	0%	-2%[46 µM]	10%	0%	.	.
O=C(CCN1CCN(CCO)CC1)Nc1ccc(OCc2ccccc2)cc1	5%	0%	12%	-6%[38.3 µM]	4%	-19%	0%
COc1ccc(NC(=O)CSc2nc(C)cc(C(F)(F)F)n2)cc1	-19%	-2%	-8%	19%[38.3 µM]	9%	-13%	20%
COc1ccc(NS(=O)(=O)c2cc(NC(=O)c3ccccc3F)ccc2N2CCCC2)cc1	.	.	.	.	-10%	-4%[10 µM]	39%[9.22 µM]
Cc1ccc(-c2csc(=Nc3cccnc3)n2CCCN2CCCC2=O)cc1C	17%	-1%	-7%	3%	-4%	0%[10 µM]	-9%
O=S(=O)(c1ccc(OCC(O)CN2CCN(c3ccccc3O)CC2)cc1)N1CCOCC1 (stereo not given)	-49%[inhibitor]	-4%	?	0%[38.3 µM]	12%	-13%	?
Cc1cccc(NC(=O)c2ccccc2[N+](=O)[O-])n1	-6%	1%	5%	-6%[38.3 µM]	-1%	-10%	-1%
COc1ccc(CN2CCCCC2c2cccnc2)c(OC)c1C (stereo not given)	23%	11%	1%	17%[38.3 µM]	-3%	2%	-25%
O=C(c1ccc(F)cc1)n1ccc(-c2cnc(-c3ccccc3)s2)n1	13µM*	-1%	13%	32%[38.3 µM]	2%	-47%[inhibitor]	-1%
CCCN1CNC(=S)N(c2ccc(C)cc2C)C1	.	.	.	.	-16%	21%[10 µM]	10%[9.22 µM]
O=C(CSc1ccccc1F)NC(=O)NCc1ccco1	18%	-2%	?	0%	?	-1%	6%
O=C(NCCCN1CCN(c2ccccc2F)CC1)Nc1ccc(F)cc1	3%	-3%	?	10%[38.3 µM]	-12%	-6%	2%
Cc1ccc(-c2csc(NC(=S)NC(=O)c3ccco3)n2)cc1	8%	-1%	3%	9%	2%	26%[10 µM]	17%
COc1n[nH]c(C(=O)Nc2nc3ccccc3s2)c1[N+](=O)[O-]	11µM*	-1%	?	2%	-14%	-58%[inhibitor]	-1%
Cc1ccnc(N)c1	.	-6%	.	9%	4%[21.7 µM]	10%	.
CCC(=O)Nc1ccc(NC(=O)c2cc3ccccc3o2)cc1	?	-8%	13%	-15%[38.3 µM]	2%	-11%	4%
O=C(NCc1ccccc1)C1c2ccccc2Oc2ccccc21	-12%	1%	?	4%	-14%	-30%[inhibitor]	13%
CSCC(O)Cn1ncc2ccccc2c1=O (stereo not given)	.	.	.	.	11%	14%[10 µM]	-8%[9.22 µM]

Given as labelled records: four of the compounds above.
> Cc1ccc(-c2csc(=Nc3cccnc3)n2CCCN2CCCC2=O)cc1C
  SMN2 splice enh: 17%
  Luc counter: -1%
  LMNA splice mod: -7%
  IMPase Li inh: 3%
  CBFb RUNX1 block: -4%
  HTT ATP protect: 0%[10 µM]
  HttQ103 aggreg: -9%

> O=S(=O)(c1ccc(OCC(O)CN2CCN(c3ccccc3O)CC2)cc1)N1CCOCC1 (stereo not given)
  SMN2 splice enh: -49%[inhibitor]
  Luc counter: -4%
  LMNA splice mod: ?
  IMPase Li inh: 0%[38.3 µM]
  CBFb RUNX1 block: 12%
  HTT ATP protect: -13%
  HttQ103 aggreg: ?

> Cc1cccc(NC(=O)c2ccccc2[N+](=O)[O-])n1
  SMN2 splice enh: -6%
  Luc counter: 1%
  LMNA splice mod: 5%
  IMPase Li inh: -6%[38.3 µM]
  CBFb RUNX1 block: -1%
  HTT ATP protect: -10%
  HttQ103 aggreg: -1%

> COc1ccc(CN2CCCCC2c2cccnc2)c(OC)c1C (stereo not given)
  SMN2 splice enh: 23%
  Luc counter: 11%
  LMNA splice mod: 1%
  IMPase Li inh: 17%[38.3 µM]
  CBFb RUNX1 block: -3%
  HTT ATP protect: 2%
  HttQ103 aggreg: -25%

(next part)
SMILES	SMN2 splice enh	Luc counter	LMNA splice mod	IMPase Li inh	CBFb RUNX1 block	HTT ATP protect	HttQ103 aggreg
Cc1[nH]c2c(ccc3cccnc32)c1C	.	.	.	.	-8%	4%[10 µM]	-12%[9.22 µM]
CCc1c(C)nc2cc(-c3ccc(OC)cc3)[nH]n2c1=O	28%	-4%	-2%	-1%[38.3 µM]	4%	-58%[inhibitor]	14%
CCCCNC(=O)CCCn1c(=O)c2ccccc2n(CC(=O)NCCC2=CCCCC2)c1=O	-16%	-1%	-3%	13%[38.3 µM]	18%	15%	?
CCc1nn(CC(=O)NCCCN(Cc2ccccc2)C(C)C)c(=O)c2cc3sccc3n12	-14%	-1%	-2%	0%[38.3 µM]	2%	-10%	4%
CC(C)c1[nH]nc2c1C(C(C)C)C(C#N)=C(N)O2 (stereo not given)	-17%	11%	?	-15%[38.3 µM]	2%	-2%	-12%
CCOc1ccc(-n2c(O)c(/C=N/NC(=O)C3COc4ccccc4O3)c3ccccc3c2=O)cc1 (stereo not given)	-54%[inhibitor]	2%	?	-5%	3%	6%[1.9 µM]	?
O=C1C2C3C=CC(C3)C2C(=O)N1c1nccs1 (stereo not given)	-4%	-2%	-10%	3%	4%	-8%[10 µM]	-12%
COc1ccc(-c2cc(C(=O)O)c(C)o2)cc1OC	0.63µM*	-26%	9%	24%[38.3 µM]	4%	8%	-4%
Cc1nn(-c2ccccc2)c(Cl)c1/C=C/C(=O)c1ccccc1	-18%	-4%	?	7%[38.3 µM]	-1%	-13%	10%
CCN(C(=O)CSc1ncccc1C(=O)Oc1cccc([N+](=O)[O-])c1)c1cccc(C)c1	8%	2%	-6%	7%	-6%	-30%[10 µM]	-3%
CN(Cc1nc(-c2cnccn2)no1)CC(O)c1ccccc1 (stereo not given)	.	.	.	.	8%	?	1%
O=S(=O)(Nc1ccc(S(=O)(=O)Nc2cccc3ccccc23)cc1)c1ccccc1	-14%	5%	-2%	10%[38.3 µM]	-4%	28%	5%[9.22 µM]
Nc1cc(=O)nc(SCC(=O)N(C2CCCCC2)C2CCCCC2)n1-c1ccccc1	-6%	-2%	0%	7%[38.3 µM]	0%	-1%	6%
CC(C)S(=O)(=O)c1nsc2nc(=O)c(/C=C3\C=Nc4ccccc43)c(N)n12	7%	-4%	.	0%	2%	.	28%
CSC(=NCc1ccc(F)cc1)NS(=O)(=O)c1cccs1	-15%	1%	-12%	4%	-2%	-43%[10 µM]	-12%
COc1ccc2[nH]c(C(=O)O)c(CCN3C(=O)c4cccc([N+](=O)[O-])c4C3=O)c2c1	.	.	.	.	4%	-1%[10 µM]	14%[9.22 µM]

The order is random; overall some 4% were active at least once.
